M5 antag = antagonists of human muscarinic M5 receptor (CHRM5) | P08912 | CHO-hM5 cells, Fluo-8 calcium fluorescence, ACh EC80 | inhibition, % at 3 µM | actives 0.59% (n = 360,000) | AID 624040;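 active means inhibition above a per-plate cutoff, the mean of that plate's test compounds plus 3 SD, cut at about 27% in these data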;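 further: 0% = acetylcholine EC80 with DMSO and 100% = DMSO without agonist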
Target sequence (P08912 whole entry, looked up): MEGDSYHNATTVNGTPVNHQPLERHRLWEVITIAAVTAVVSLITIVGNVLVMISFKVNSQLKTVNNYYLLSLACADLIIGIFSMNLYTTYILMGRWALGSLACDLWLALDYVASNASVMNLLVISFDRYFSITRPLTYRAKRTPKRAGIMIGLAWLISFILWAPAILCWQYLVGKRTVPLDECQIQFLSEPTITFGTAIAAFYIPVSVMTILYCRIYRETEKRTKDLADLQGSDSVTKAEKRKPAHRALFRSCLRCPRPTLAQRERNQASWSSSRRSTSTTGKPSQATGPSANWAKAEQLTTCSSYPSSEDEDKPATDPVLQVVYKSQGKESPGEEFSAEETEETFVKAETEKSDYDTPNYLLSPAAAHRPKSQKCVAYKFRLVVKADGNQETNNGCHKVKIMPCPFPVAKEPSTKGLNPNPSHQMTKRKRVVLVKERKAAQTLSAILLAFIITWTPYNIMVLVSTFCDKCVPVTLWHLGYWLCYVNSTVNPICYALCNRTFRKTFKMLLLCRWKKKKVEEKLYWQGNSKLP
CRFR2-BP antag = blocks CRF-induced signaling of the CRF-BP/CRF-R2 complex | inhibition, % at 11.8 µM | HEK293 CRF-R2/CRF-BP, CRF-induced calcium fluorescence | actives 0.59% (n = 350,000) | AID 588475;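 active means inhibition of the ligand-induced calcium signal above about 50% at the single tested concentration, limit read from the data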
IDE inh = inhibits human insulin-degrading enzyme in HEK cells. AID 434962. inhibition, % at 5.59 µM. FAbetaB cleavage, fluorescence polarization. actives 0.41% (n = 320,000). P14735;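 active means percent inhibition above the average of all tested compounds plus 3 SD, set per screening campaign, cut at about 16% in these data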;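 further: IDE supplied by intact live HEK cells; FP after avidin binding of uncleaved biotin substrate so inhibition keeps polarization high; 0% = DMSO wells and 100% = 60 µM reference IDE inhibitor Ii1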
CHRM5 PAM = CHRM5 positive allosteric modulation; actives 0.3% (n = 360,000); activation, % at 3 µM; CHO-K1 hM5, Fluo-8 calcium, ACh EC20 PAM; 0% = ACh EC20, 100% = ACh EC100; AID 624038; P08912;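 active means activation above the run cutoff, the mean activation of all test compounds plus 3 SD, cut at about 18% in these data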
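system = human M5 receptor in CHO-K1 cells | reagent = EC20 acetylcholine as agonist stimulus | compound dosing = single-point, 3 µM nominal | incubation = Fluo-8 loading 80 min at 37 °C plus 30 min room temperature | detection = Fluo-8 calcium dye fluorescence, kinetic read | benchmarks = low control EC20 acetylcholine (0%), high control EC100 acetylcholine (100%)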
M4 antag = antagonists of human muscarinic M4 receptor (CHRM4). CHO-hM4 cells, ACh EC80, Fluo-8 calcium fluorescence. AID 624125. actives 0.73% (n = 360,000). P08173. inhibition, % at 3 µM;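 active means inhibition above its plate's cutoff, the mean inhibition of sample wells plus 3 SD, cut at about 27% in these data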;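 further: 0% = acetylcholine EC80 with DMSO and 100% = DMSO without agonist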
Target sequence (P08173 whole entry, looked up): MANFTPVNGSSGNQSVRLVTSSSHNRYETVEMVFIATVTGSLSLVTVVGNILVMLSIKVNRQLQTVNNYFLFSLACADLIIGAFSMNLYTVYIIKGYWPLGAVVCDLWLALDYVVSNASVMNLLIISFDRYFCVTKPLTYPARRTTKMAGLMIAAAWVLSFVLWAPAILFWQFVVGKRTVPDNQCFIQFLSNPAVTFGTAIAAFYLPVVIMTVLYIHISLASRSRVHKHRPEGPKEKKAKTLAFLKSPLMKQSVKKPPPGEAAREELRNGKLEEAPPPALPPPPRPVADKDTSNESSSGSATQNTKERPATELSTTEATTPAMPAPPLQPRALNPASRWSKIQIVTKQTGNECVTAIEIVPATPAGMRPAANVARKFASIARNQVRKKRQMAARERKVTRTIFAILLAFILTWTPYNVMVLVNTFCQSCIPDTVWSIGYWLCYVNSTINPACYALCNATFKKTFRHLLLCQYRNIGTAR
CRFR2-BP ag = CRF-BP/CRF-R2 complex agonism; HEK293 CRF-R2/CRF-BP, calcium dye fluorescence (FLIPR); percent of saturating CRF peptide response; activation, % at 13.2 µM; actives 0.46% (n = 350,000);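 active means activation of at least 50%, plus an integration ratio under a set limit after plate pattern correction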;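 further: plate controls were neutral control wells without compound for no effect and CRF at EC100 for full effect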
M5 ag = agonists of human muscarinic M5 receptor (CHRM5). actives 0.19% (n = 360,000). activation, % at 3 µM. AID 624037. CHO-K1 hM5 cells, Fluo-8 calcium fluorescence; 0% DMSO wells, 100% maximal acetylcholine response;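 active means activation above the run's mean over test compounds plus 3 SD, cut at about 23% in these data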;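 further: signal is peak over basal fluorescence ratio across the kinetic read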
CHRM4 agonist = agonists of human muscarinic M4 receptor (CHRM4); P08173; CHO-K1 hM4/Gqi5, Fluo-8 calcium fluorescence; vehicle 0%, full acetylcholine response 100%; activation, % at 3 µM; actives 0.14% (n = 360,000);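 active means activation above the run mean over all test wells plus 3 SD, cut at about 32% in these data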;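 further: peak over basal fluorescence ratio per well then scaled between controls; 0% = DMSO wells and 100% = acetylcholine at EC100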
CHRM4 PAM = CHRM4 positive allosteric modulation. AID 624126. P08173. CHO-K1 hM4/Gqi5, Fluo-8 calcium fluorescence, ACh EC20; 0% = ACh EC20, 100% = maximal ACh. actives 0.4% (n = 360,000). activation, % at 3 µM;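 active means activation above its plate's cutoff, the mean activation of sample wells plus 3 SD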; further: some results filed as inactive read as strong as hits
Starred values were filed as active, the others as inactive; nt = not tested or not shown; & = joins results of further samples.

M5 antag	CRFR2-BP antag	IDE inh	CHRM5 PAM	M4 antag	CRFR2-BP ag	M5 ag	CHRM4 agonist	CHRM4 PAM	mol
6	nt	nt	-2	-8	nt	0	0	2	O=C(NC1CC1)c1ccc(-c2cnc3cccnn23)cc1
6	1	0	-3	4	-1.6	-3	0	4	COc1cc2[nH]c3c(=O)n(CCN4CCCCC4)cnc3c2cc1OC
4	0	3	-1	-13	1.5	2	1	12	COC(=O)c1c(-c2ccc(SC)cc2)sc2ccccc12
9	11	-2	-2	8	-0.8	-15	1	-2	CCCN1C2CCCC1CC(NC(=S)Nc1ccc(OC)cc1)C2 (configuration not stated)
5	-63	4	-3	-9	1.2	-3	0	-1	CCc1ccc(C(=O)CN2C(=O)C(C)N(c3ccc(C)cc3)C2=O)cc1 (configuration not stated)
-10	-8	4	2	1	-1.0	3	2	1	O=C(N/C(=C/c1ccc(F)cc1)C(=O)N1CCCCC1)c1ccco1
2	-6	0	-4	-5	0.4	2	3	-4	O=C1CC2(CCN(C(=O)c3c(F)cccc3F)CC2)Oc2ccccc21
15	7	nt	-14	11	-1.0	-10	5	-17	CCN(CC)CCn1c2c(c(SCC(=O)Nc3cccc(C(C)=O)c3)nc1=O)CCCC2
-1	8	1	-1	-15	0.9	0	0	8	O=C1CC(NC(=O)c2ccc(Cl)cc2)C(=O)N1 (configuration not stated)
-9	1	1	1	-2	-0.2	-6	1	18	Cc1ccc(O)c(C(=O)c2cnn(C(=O)Cc3csc(C)n3)c2)c1
14	13	11	-21	-7	0.4	-6	14	-10	COc1cccc(OCCNC(=O)Nc2cc(F)c(F)cc2Cl)c1
6	2	3	5	8	-0.3	2	1	-2	O=C(CSc1n[nH]c(=O)n1-c1ccccc1)Nc1ccccc1C(F)(F)F
-1	-11	10	-4	3	-1.8	3	1	8	CCc1nc(C)cn1S(=O)(=O)c1cc(OC)c(C)cc1C
7	14	nt	-2	5	-2.0	2	1	-4	O=C(Cn1cnc2c(NCc3ccccc3)ncnc21)NCc1ccccn1
7	nt	nt	-5	6	nt	2	0	12	N#CC1C(=O)NC(=O)C(C#N)C12CCCCC2 (configuration not stated)
1	-32	0	-2	-3	-1.3	1	0	-2	COc1ccc([N+](=O)[O-])cc1NC(=O)c1cccnc1
-3	-14	4	-5	-21	4.5	3	4	7	COc1ccc2cc(C(c3nnnn3CCc3ccccc3)N3CCCC(C)C3)c(=O)[nH]c2c1 (configuration not stated)
-5	1	5	2	-11	-3.5	0	0	2	COc1ccc(-n2c(SCC(=O)Nc3ccccc3)nnc2-c2ccoc2C)cc1
3	-11	0	-3	9	-0.1	2	1	10	Cc1c(C)[n+](=O)c(-c2ccco2)c(C)n1[O-]
-1	14	6	-3	-2	-15	-3	1	4	CC(C)N1C(=O)N(c2ccc(Cl)cc2)C(C)(O)CC1(C)C (configuration not stated)
-1	23	4	-7	-3	-1.9	-3	4	-9	COC(=O)c1ccc(COc2cccc3c2CCN(Cc2cccc(C)c2)C3=O)o1
5	12	-5	4	-8	-3.7	-10	0	5	COc1ccc2nc(C)c3c(c2c1)OC(C(C)(Cl)Br)C3 (configuration not stated)
-1	-70	8	-1	-14	-0.6	2	7	13	Cc1ccc(OCC(=O)NCCc2nc3ccccc3[nH]2)c(C)c1
1	13	-2	-12	5	-1.1	0	22	-9	CN1C(=O)CSc2ccc(NC(=O)N3CCc4ccccc43)cc21
11	-1	-2	4	4	-3.0	-2	2	2	C[C@H](CO)N1C[C@H](C)[C@@H](CN(C)C(=O)Nc2ccc3c(c2)OCO3)Oc2ccc(NC(=O)C3CCCCC3)cc2C1=O
4	-15	-4	-3	-9	4.0	-3	-1	10	COn1c(SCc2ccc(C)cc2C)nc2ccccc2c1=O
11	-14	-2	3	-20	2.9	-1	2	15	COc1ccc(NC(C)=O)cc1S(=O)(=O)N1CCN(Cc2cccs2)CC1
0	3	3	4	-11	-1.7	0	1	-2	CCOc1ccc(N(CC(=O)NCCSCc2ccc(C)cc2)S(C)(=O)=O)cc1
-4	nt	nt	3	-4	nt	-1	0	1	Cc1ccc(CN2CCC2(C)C(=O)NC(C)C)cc1 (configuration not stated)
9	28	-4	-5	-1	-2.1	-2	1	-5	CNC(=S)N1N=C(c2ccc(C)cc2)CC1c1ccc(OC)c(OC)c1 (configuration not stated)
-4	16	5	4	-1	-0.4	0	1	19*	Cc1ccc2nc(SCC(=O)O)nc(C)c2c1
6	3	nt	-4	-17	-1.8	0	6	-1	COc1cc(NC(=O)c2sc3ncn(CC(=O)N4CCCCC4C)c(=O)c3c2C)cc(OC)c1OC (configuration not stated)
11	-6	6	-9	-3	-2.3	1	5	-15	Cc1c(-c2nc(-c3ccncc3)no2)cccc1[N+](=O)[O-]
1	-23	-3	-2	8	5.9	-2	1	0	CN1C(=O)c2cccc(NCCCCCCN3C(=O)c4ccccc4C3=O)c2C1=O
-4	-42	4	0	-26	6.9	-1	3	21	O=C(Nc1cccnc1)c1cc(-c2cccnc2)nc2ccc(Br)cc12
-3	0	nt	-1	0	-0.2	1	3	-3	CCOC(=O)C1=C(COC(=O)CNS(=O)(=O)c2ccc(C)c(C)c2)NC(=O)NC1C (configuration not stated)
5	-8	5	-16	5	0.9	2	14	-10	CCn1nc(NC(=O)Cc2ccc(OC)cc2)c2cc3cccc(C)c3nc21
4	13	9	-1	-5	-0.1	-3	0	-1	Cc1cc(C)c(C)c(S(=O)(=O)N2CCN(C(=O)c3ccc4c(=O)n5c(nc4c3)CCC5)CC2)c1C
3	16	8	3	2	1.2	-1	3	10	COc1ccc(-c2oc(=O)c3cc(OC)c(OC)cc3c2/C=C/c2ccc(OC(C)=O)cc2)cc1
1	-8	5	1	-3	-0.6	-2	0	2	CCOC(=O)Nc1ccc(C(=O)NCC2CCCO2)cc1 (configuration not stated)
-4	-9	0	8	3	1.1	-4	1	7	COc1ccc(C2SCC(=O)N2c2c(C)n(C)n(-c3ccccc3)c2=O)c(OC)c1 (configuration not stated)
0	-3	1	2	2	-1.7	-2	1	1	Cc1nnc(NC(=O)CSc2nnc(C)c(=O)n2N)s1
12	1	4	-3	0	0.6	4	0	3	Cc1nc2sc(C(c3cccc(F)c3)N3CCOCC3)c(O)n2n1 (configuration not stated)
3	8	-8	-2	-2	-0.2	-1	1	14	Cc1csc(NC(=O)/C=C/c2ccco2)n1
1	-1	5	2	-4	0.4	-3	2	-2	COc1ccc(OCCSc2ncc(CO)n2C)cc1
15	-13	-2	-5	-2	4.0	-4	0	1	COc1cccc(OCc2cc(C(=O)NCC3CCCCC3)no2)c1
6	10	-3	0	2	-0.3	-2	-1	-1	COc1ccc(NC(=O)CSc2nc3c(c(=O)n2-c2ccc(F)cc2)SCC3)cc1
5	-3	2	1	-5	-1.6	-3	1	2	CSc1ccccc1NC(=O)Cn1ccsc1=N
4	3	-6	2	-2	3.5	-5	1	12	CCN(CC)S(=O)(=O)c1cc(NC(=O)C2=COCCO2)ccc1Cl
15	-6	-3	-4	7	1.0	-4	0	-4	Cc1ccc(OCCn2ncc3ccccc3c2=O)c(C)c1

Carrying on:
M5 antag	CRFR2-BP antag	IDE inh	CHRM5 PAM	M4 antag	CRFR2-BP ag	M5 ag	CHRM4 agonist	CHRM4 PAM	mol
-2	13	0	3	3	-0.7	-1	1	5	NC(=S)N=Nc1c(O)n(Cc2ccccc2)c2ccccc12
-7	6	6	7	13	0.4	0	1	0	CCOc1ccccc1-n1c(SCC(N)=O)nnc1-c1ccc(O)cc1
5	-4	2	9	0	-0.6	2	1	6	Cc1nnc(SCC(=O)N(CC(C)C)C2CCS(=O)(=O)C2)s1 (configuration not stated)
5	-7	2	2	-15	-1.4	0	0	-2	CCOC(=O)c1sc(=NC(=O)C2CC2)n(C)c1C
-4	-12	2	1	-6	5.2	-1	1	4	COc1ccc(NC(=O)c2cc3ccccn3n2)cc1
5	4	3	5	8	-0.6	1	2	8	O=c1[nH]cnc2scc(-c3ccccc3)c12
6	-3	-4	-1	-3	-1.6	0	4	13	O=C(CSc1nnc2sc3ccccc3n12)N1CCN(c2ccccc2)CC1
4	2	4	-3	5	-0.1	-2	2	4	CNC(=O)/C(C#N)=C/c1c(N2CC(C)OC(C)C2)nc2ccccn2c1=O (configuration not stated)
0	-5	0	2	-1	0.2	1	1	-4	CCOC(=O)c1c(N2C(=O)C3CC(C)=C(C)CC3C2=O)sc(C)c1C (configuration not stated)
-10	20	0	6	-5	-0.5	2	1	6	Cn1cnnc1SCC(=O)c1c(N)n(Cc2ccccc2)c(=O)n(C)c1=O

Reprinted at random: 6 compounds from above.
M5 antag	CRFR2-BP antag	IDE inh	CHRM5 PAM	M4 antag	CRFR2-BP ag	M5 ag	CHRM4 agonist	CHRM4 PAM	mol
-4	16	5	4	-1	-0.4	0	1	19*	Cc1ccc2nc(SCC(=O)O)nc(C)c2c1
9	28	-4	-5	-1	-2.1	-2	1	-5	CNC(=S)N1N=C(c2ccc(C)cc2)CC1c1ccc(OC)c(OC)c1 (configuration not stated)
7	nt	nt	-5	6	nt	2	0	12	N#CC1C(=O)NC(=O)C(C#N)C12CCCCC2 (configuration not stated)
4	0	3	-1	-13	1.5	2	1	12	COC(=O)c1c(-c2ccc(SC)cc2)sc2ccccc12
-9	1	1	1	-2	-0.2	-6	1	18	Cc1ccc(O)c(C(=O)c2cnn(C(=O)Cc3csc(C)n3)c2)c1
0	-3	1	2	2	-1.7	-2	1	1	Cc1nnc(NC(=O)CSc2nnc(C)c(=O)n2N)s1

(continued)
M5 antag	CRFR2-BP antag	IDE inh	CHRM5 PAM	M4 antag	CRFR2-BP ag	M5 ag	CHRM4 agonist	CHRM4 PAM	mol
3	9	1	-1	3	-0.2	0	1	1	Cc1ccc(C)c(NC(=O)CN(C)C(=O)c2cc([N+](=O)[O-])ccc2N2CCOCC2)c1
-1	1	2	6	-14	6.2	-1	1	4	O=C(Nc1ccccc1)N1CCSCC1
-4	-9	2	13	-4	0.1	10	1	3	C#CCOC(=O)c1ccc(-n2cncn2)nc1
20	-3	4	-10	14	-1.0	-3	0	-6	Cc1n[nH]c(C)c1CCC(=O)N/N=C/c1c(C)[nH]c2ccccc12
7	2	-2	3	-2	-1.0	-8	0	3	CC1CCCC(C)N1C(=O)CSc1nnc(C2CCCCC2)o1 (configuration not stated)
7	2	2	1	-4	-0.2	-1	1	-3	Cn1c(SCC(=O)Nc2cc(S(=O)(=O)N3CCOCC3)ccc2N2CCOCC2)nnc1-c1ccncc1
1	20	0	0	2	-0.6	-1	1	3	COc1cc2[nH]c(=O)n(Cc3ccc(C(=O)NCC4CCCO4)cc3)c(=O)c2cc1OC (configuration not stated)
0	3	-5	3	10	9.7	3	0	7	COCCN(C(=O)CC(C)(C)C)c1nnc(-c2cccnc2)s1
3	-5	-4	-2	-1	2.0	0	1	2	Cn1cc(S(=O)(=O)N2CCc3ccccc3C2)c(=O)n(C)c1=O
-1	-15	6	-3	1	4.4	2	-1	2	c1ccc(-c2ccc(C3=Nn4c(nnc4-c4cc(-c5ccccc5)n[nH]4)SC3)cc2)cc1
3	13	-2	-3	-7	0.3	-2	0	0	COCCNC(=O)C(OC(=O)c1ccco1)c1ccccc1OC (configuration not stated)
24&6	30&-5	-1	-18&2	-3&4	1.1&0.2	1&3	15&5	-9&14	CCN(CC)C(=O)CSC1=C(C#N)C(c2ccco2)C(C(=O)OCCOC)=C(C)N1 (configuration not stated)

Screening data as filed in PubChem.
